Compound activity as filed in PubChem.
Cneo AK release – Cryptococcus neoformans lysis via adenylate kinase release. C. neoformans lysis, adenylate kinase release luminescence, 4 h; normalised: neutral wells 0, clomiphene wells 100. 360,000 compounds, 0.2% hits. lysis activity, % at 15 µM;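 active = mean lysis activity across replicates of at least 80%, whatever share of replicates individually reach that level; inactive = mean lysis activity below 80%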
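Test system: log-phase Cryptococcus neoformans yeast cells; Quantity: yeast cell density of 5 × 10^6 cells/mL; Buffer or medium: YPD; Doses: single compound concentration per well; Timing: 4 h at 37 °C static, read 1 h later; Measured by: AK luminescence; Read-out basis: lysis from increased AK signal; Control set: Clomiphene as positive control.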
esBAF inh – blocks esBAF chromatin remodeling in mouse ES cells. Bmi1-luciferase knock-in reporter, 24 h; 100% = twice the neutral-well signal. reporter increase, % at 12.5 µM. 350,000 compounds, 2% hits. AID 602393; in the data active = activation above about 40%;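 note: 0% = median of the plate's neutral control wells and 100% = double that signal; a rise in the Bmi1 reporter signal indicates esBAF inhibition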
ARNT-TACC3 inh – ARNT/TACC3 interaction disruption; AlphaScreen His-ARNT PAS-B/GST-TACC3 binding, luminescence; TACC3 fragment carries E629A point mutation; Q9Y6A5; 390,000 compounds, 0.66% hits; inhibition, % at 9.99 µM;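 active = mean inhibition of replicates at least 50% and at least half of replicates each reaching 50%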;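 note: 0% = complete ARNT plus TACC3 wells and 100% = ARNT alone without TACC3; many hits fall short of the cut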
miR-122 sensor – blocks miR-122 activity in Huh7 sensor cells; Huh7 miR-122 Renilla luciferase sensor, 48 h; neutral wells = 0, positive control = 100; activation (reporter increase), % at 12.5 µM; 340,000 compounds, 0.3% hits;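 active = mean replicate activation score at least 90 and every replicate individually at or above 90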;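 note: higher luciferase means less miR-122 activity so hits act as miR-122 inhibitors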
SIRT5 block – blocks human SIRT5 desuccinylation of peptide; inhibition, % at 15 µM; Q9NXA8; 330,000 compounds, 1.1% hits; Purified SirT5, succinyl-peptide AMC, trypsin-coupled fluorescence; in the data active = inhibition above about 15%
Target sequence (Q9NXA8 whole entry, looked up): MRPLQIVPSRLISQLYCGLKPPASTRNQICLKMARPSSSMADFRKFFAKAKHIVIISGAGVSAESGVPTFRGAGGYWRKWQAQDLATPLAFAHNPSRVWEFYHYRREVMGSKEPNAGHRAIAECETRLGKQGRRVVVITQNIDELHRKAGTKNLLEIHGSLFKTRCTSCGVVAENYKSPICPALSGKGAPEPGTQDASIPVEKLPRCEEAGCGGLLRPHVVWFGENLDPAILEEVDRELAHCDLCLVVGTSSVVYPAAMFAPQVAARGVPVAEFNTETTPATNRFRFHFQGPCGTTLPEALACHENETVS
Statin myotox sup – protects C2C12 myotubes from simvastatin toxicity | ATP luminescence, 48 h; scaled: DMSO 0, geranylgeraniol control 100 | rescue of ATP level, % at 7.49 µM | 330,000 compounds, 0.78% hits;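 active = mean ATP rescue above about 67%, or every replicate alone reaching that limit, limit read from the data, passing the limit was not always enough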;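 note: myotubes were challenged with 10 µM simvastatin during compound exposure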
ERp5 inh – ERp5 (human) disulfide isomerase inhibition. ERp5 insulin aggregation, absorbance 650 nm, 90 min. inhibition, % at 9.99 µM. 350,000 compounds, 0.05% hits. Q15084. AID 651711;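 active = mean replicate inhibition above about 25%, with every replicate also reaching it, limit read from the data, passing the limit was not always enough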
Target sequence (Q15084 whole entry, looked up): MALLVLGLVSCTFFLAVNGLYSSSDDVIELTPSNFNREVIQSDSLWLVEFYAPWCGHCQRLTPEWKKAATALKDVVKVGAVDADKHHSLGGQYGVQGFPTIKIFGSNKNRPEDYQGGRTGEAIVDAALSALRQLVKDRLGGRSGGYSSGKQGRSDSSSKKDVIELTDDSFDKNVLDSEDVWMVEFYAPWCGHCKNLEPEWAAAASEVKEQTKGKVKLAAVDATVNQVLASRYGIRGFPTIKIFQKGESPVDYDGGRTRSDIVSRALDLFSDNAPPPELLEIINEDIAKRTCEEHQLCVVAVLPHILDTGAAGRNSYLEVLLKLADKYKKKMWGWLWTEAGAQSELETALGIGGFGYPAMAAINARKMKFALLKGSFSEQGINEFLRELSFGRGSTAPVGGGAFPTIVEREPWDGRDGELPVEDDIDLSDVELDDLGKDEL
* = called active by the depositor; · = no result given; [ ] = remark or other dose. Compounds were not picked by outcome, and some 4% of all compounds hit somewhere here.

item	SMILES	Cneo AK release	esBAF inh	ARNT-TACC3 inh	miR-122 sensor
1	Cn1cncc1C(=O)c1ccccc1	-5	·	-2	-2
2	O=C(NC1CCCCC1)N1CCC(c2nc(-c3ccc(S(=O)(=O)N4CCCC4)cc3)no2)CC1	-3	13	-5	-4
3	COC(=O)c1cc(Cl)nc2ccccc12	-1	-2	-1	0
4	CO[C@H]1CN(C)C(=O)c2cc(NS(=O)(=O)CC(F)(F)F)ccc2OC[C@H](C)N(C(=O)c2ccc3c(c2)OCO3)C[C@@H]1C	-1	-2	0	·
5	CC1CCCN(C(=O)COC(=O)C2CCN(S(=O)(=O)c3ccc(Cl)c(C(F)(F)F)c3)CC2)C1 (configuration not stated)	1	-6	1	2
6	C[C@@H]1CCCCO[C@H](CN(C)Cc2ccc(Cl)c(Cl)c2)[C@H](C)CN([C@@H](C)CO)C(=O)c2cc(NS(=O)(=O)c3cn(C)cn3)ccc2O1	1	3	18	-8[16.7 µM]
7	Cc1ccc(-n2nc3c(c2NC(=O)c2ccccc2Br)CS(=O)C3)cc1 (configuration not stated)	1	-9	12	2
8	CCOC(=O)C1(CCc2ccccc2)CCN(Cc2ccccn2)CC1	·	-8	10	·
9	CN(C(=O)Nc1ccccc1)C1CCCCC1	2	34	-3	-3
10	CS(=O)(=O)Nc1ccc2c(c1)[C@H]1C[C@@H](CC(=O)NCc3ccccc3F)O[C@@H](CO)[C@H]1O2	4	-2	1	0[16.7 µM]

item	SIRT5 block	Statin myotox sup	ERp5 inh
1	-1	·	4
2	-5	0	5
3	-3	1	3
4	·	-1	0
5	-9	3	6
6	7	·	5
7	0	5	-2
8	7	-7	7
9	·	2	6
10	-4	-2	-1

The list goes on.
item	SMILES	Cneo AK release	esBAF inh	ARNT-TACC3 inh	miR-122 sensor
11	Cc1csc2nc(COC(=O)c3ccc(Cl)c([N+](=O)[O-])c3)cc(=O)n12	-1	-2	3	3
12	COc1cc2c(cc1OC)CN(c1ccc(C(N)=O)cc1[N+](=O)[O-])CC2	·	-5	-3	-8
13	CC(C)CCNC(=O)NC(=O)CSc1ncccn1	·	·	-1	·
14	COc1ccc(-c2csc3ncnc(N4CCN(c5ccccc5O)CC4)c23)cc1	0	-4	3	13
15	Cc1ccc(C(=O)Nc2cccc(NC(=O)c3cccs3)c2)c(C)c1	-3	10	-3	-1
16	CCCCOc1c(Cl)cc(CNC(C)(C)CO)cc1OCC	5	-3	-1	-7
17	O=C(O)Cn1c(=O)c2c3c(sc2n(Cc2ccc(Cl)cc2Cl)c1=O)CCCC3	·	-8	-12	·
18	COc1cccc(NC(=O)Cc2c(O)c3ccccc3[nH]c2=O)c1	-1	3	1	·
19	CCOc1cccc2cc(C(N)=O)c(=N)oc12	0	2	1	-13
20	CSCCC(NC(=O)c1ccco1)C(=O)NNC(=O)c1n[nH]c(=O)c2ccccc12 (configuration not stated)	-1	-2	·	-2

item	SIRT5 block	Statin myotox sup	ERp5 inh
11	0	7	-1
12	-7	2	-1
13	2	·	7
14	·	7	·
15	2	15	-1
16	1	-29	-5
17	3	24	1
18	·	4	·
19	-2	-1	-16
20	6	6	8

The results go on.
item	SMILES	Cneo AK release	esBAF inh	ARNT-TACC3 inh	miR-122 sensor
21	FC(F)(F)c1ccc(Cl)c(Nc2nnc(-c3ccncc3)s2)c1	-1	4	·	0
22	COc1ccc(C(=O)N2CC3(C)C4CCC3(C)C2(C#N)C4)cc1OC (configuration not stated)	·	·	-8	·
23	CC(=O)N1c2ccc(S(=O)(=O)N3CCC(C(=O)N4CCN(c5cccc(C(F)(F)F)c5)CC4)CC3)cc2CC1C (configuration not stated)	1	-12	·	·
24	CCCc1cc(=O)oc2c(C)c(OCC(=O)NCCCn3ccnc3)ccc12	1	-7	-7	3
25	CN(C)c1ccc(NC(=O)COC(=O)c2ccc3c(c2)OCO3)cc1	·	·	-3	0
26	COC(=O)CCc1sc(Nc2ccc(Br)cc2)nc1-c1ccc(OC)cc1	0	4	2	10
27	Cc1ccc(NC(=S)NCCN(C2CCCCC2)C2CCCC2)cc1C	8	-7	2	18
28	COc1cc(C(=O)N2CCN(C3CCC(C)CC3)CC2)cc(OC)c1OC (configuration not stated)	-4	3	-21	5
29	C[C@@H]1CCCCO[C@@H](CN(C)C(=O)CCCN(C)C)[C@@H](C)CN([C@H](C)CO)C(=O)c2cc(NC(=O)Nc3ccccc3)ccc2O1	1	0	-1	4[16.7 µM]
30	Cc1ccc2c(c1)NCCO2	2	3	4	-5

item	SIRT5 block	Statin myotox sup	ERp5 inh
21	-2	0	-1
22	0	·	2
23	1	-21	4
24	-4	-5	-9
25	·	·	-5
26	-12	-82	-5
27	-3	-29	14
28	-9	4	0
29	-6	·	-4
30	·	8	·

Some of these compounds in order of molecular weight, lowest first.
item	SMILES	Cneo AK release	esBAF inh	ARNT-TACC3 inh	miR-122 sensor
21	FC(F)(F)c1ccc(Cl)c(Nc2nnc(-c3ccncc3)s2)c1	-1	4	·	0
27	Cc1ccc(NC(=S)NCCN(C2CCCCC2)C2CCCC2)cc1C	8	-7	2	18
28	COc1cc(C(=O)N2CCN(C3CCC(C)CC3)CC2)cc(OC)c1OC (configuration not stated)	-4	3	-21	5
26	COC(=O)CCc1sc(Nc2ccc(Br)cc2)nc1-c1ccc(OC)cc1	0	4	2	10

item	SIRT5 block	Statin myotox sup	ERp5 inh
21	-2	0	-1
27	-3	-29	14
28	-9	4	0
26	-12	-82	-5

Continued:
item	SMILES	Cneo AK release	esBAF inh	ARNT-TACC3 inh	miR-122 sensor
31	CCCN1[C@H](C(=O)NCC)[C@@H](CO)[C@@H]2Cn3c(ccc(C4=CCCC4)c3=O)[C@@H]21	1	-3	·	-4[16.7 µM]
32	Cc1ccc(Cl)cc1N1CCN(C(=O)C2CCCN(S(=O)(=O)c3cnc[nH]3)C2)CC1 (configuration not stated)	-1	4	4	7
33	C[C@@H]1CN([C@H](C)CO)C(=O)c2c(c3ccccc3n2C)-c2ccccc2CO[C@@H]1CN(C)S(=O)(=O)c1ccc(C#N)cc1	-2	6	17	·
34	CC(C)OC(=O)c1cc2c(ccn2C)n1CC(=O)N1CCC(Cc2ccccc2)CC1	-18	-24	-1	-14
35	CN(C)S(=O)(=O)c1ccc(NC(=O)c2cccnc2)cc1	4	-3	-1	7
36	C[C@@H]1CN([C@H](C)CO)C(=O)c2cccc(NC(=O)Nc3ccccc3)c2O[C@H]1CN(C)C(=O)NC1CCCCC1	1	3	5	-2[16.7 µM]
37	CCN(CC(=O)NCc1cccs1)C(=O)c1ccc(S(=O)(=O)N(C)C)cc1	·	·	-1	·
38	CCCC(=O)Nc1ccc2c(c1)C(=O)N(C)C[C@H](OC)[C@@H](C)CN(C(=O)CC)[C@@H](C)CO2	·	1	·	-15[16.7 µM]
39	C[C@H](CO)N1C[C@H](C)[C@@H](CN(C)S(=O)(=O)c2ccc(Cl)cc2)Oc2ccc(NC(=O)C3CC3)cc2CC1=O	-1	-6	-11	-4[16.7 µM]
40	O=C(N1CCOCC1)C1(c2ccccc2)CCCCC1	3	11	2	·

item	SIRT5 block	Statin myotox sup	ERp5 inh
31	·	-5	·
32	2	-5	-1
33	3	33	5
34	·	7	·
35	·	-3	·
36	0	10	-9
37	-2	·	1
38	·	-5	·
39	-3	-21	2
40	·	9	·

Reformatted with each value named: part of the list above.
(33) C[C@@H]1CN([C@H](C)CO)C(=O)c2c(c3ccccc3n2C)-c2ccccc2CO[C@@H]1CN(C)S(=O)(=O)c1ccc(C#N)cc1
  Cneo AK release: -2
  esBAF inh: 6
  ARNT-TACC3 inh: 17
  miR-122 sensor: ·
  SIRT5 block: 3
  Statin myotox sup: 33
  ERp5 inh: 5
(34) CC(C)OC(=O)c1cc2c(ccn2C)n1CC(=O)N1CCC(Cc2ccccc2)CC1
  Cneo AK release: -18
  esBAF inh: -24
  ARNT-TACC3 inh: -1
  miR-122 sensor: -14
  SIRT5 block: ·
  Statin myotox sup: 7
  ERp5 inh: ·

The listing continues:
item	SMILES	Cneo AK release	esBAF inh	ARNT-TACC3 inh	miR-122 sensor
41	O=C(CC1NC(=O)NC1=O)NC1(C(=O)NC2CCCCC2)CCCCC1 (configuration not stated)	7	1	-7	-4
42	CC(C)(C)NC(=O)C(=O)NNC(=O)c1ccccc1Br	·	·	-2	·
43	Cc1ccc(S(=O)(=O)NC(=O)Nc2ccc(Cl)cn2)cc1	-1	-7	0	-3
44	COc1ccc(NC(=O)CSc2nnc3c4c(nc(-c5ccccc5)n23)CC(C)(C)OC4)cc1	2	2	2	-6
45	N/C(=N\OC(=O)CCCN1C(=O)c2ccccc2C1=O)c1ccc(Cl)cc1	-2	1	-3	9
46	CO[C@@H](C(=O)N(C)C[C@@H]1OCc2ccccc2-c2c(n(C)c3ccccc23)C(=O)N([C@H](C)CO)C[C@@H]1C)c1ccccc1	-4	2	0	·
47	CCC(=O)N1C[C@@H](O)COC[C@H]2O[C@H](CC(=O)NCc3cc(F)cc(F)c3)CC[C@@H]21	-2	6	-24	9[16.7 µM]
48	CC(=O)N(C)N1c2ccccc2CCc2ccccc21	·	·	-4	·
49	CCOc1ccc(-n2ccc(=O)c(C(=O)Nc3ccc(S(=O)(=O)Nc4ncccn4)cc3)n2)cc1	0	2	-4	3
50	CCn1c(SCC(=O)N/N=C/C(C)=C/c2ccco2)nnc1-c1ccccc1	3	-4	16	1

item	SIRT5 block	Statin myotox sup	ERp5 inh
41	·	-7	·
42	-1	·	3
43	-1	14	0
44	·	3	·
45	·	2	·
46	-3	-6	-8
47	·	-22	·
48	1	·	4
49	0	-5	-7
50	·	·	·

(list continues)
item	SMILES	Cneo AK release	esBAF inh	ARNT-TACC3 inh	miR-122 sensor
51	CC[C@H]1C/C=C\Cc2ccccc2[C@H](C(=O)C[C@@H](O)CC(C)=O)OC1=O	-2	-5	5	-9
52	CC1CCN(CC(=O)Nc2ccccc2C(=O)c2ccccc2)CC1	·	-5	-1	-7
53	Cc1ccccc1NC(=O)CSC(N)=O	2	3	2	-1
54	O=C(C[C@@H]1CC[C@H]2[C@@H](COC[C@@H](O)CN2C(=O)c2ccc3c(c2)OCO3)O1)NC1CCC1	-1	-5	-5	5[16.7 µM]
55	CN(C)CCCN(C(=O)CCOc1ccccc1)c1nc2c(F)cccc2s1	·	·	11	·
56	Cc1cccc(S(=O)(=O)N(C)C[C@@H]2OCc3cn(nn3)CCCC(=O)N([C@@H](C)CO)C[C@@H]2C)c1	5	-2	-4	-5[16.7 µM]
57	CO[C@H](CN(C)C(=O)c1ccc2c(c1)OCO2)[C@@H](C)CN([C@H](C)CO)S(=O)(=O)c1ccc(Cl)cc1	0	3	22	·
58	Cc1ccc(-n2ncc3c(NCC4CCCO4)ncnc32)c(C)c1 (configuration not stated)	0	9	3	4
59	COC(=O)C(NC(=O)CCc1c(C)nc2c(c(C)nn2-c2ccccc2)c1C)C(C)C (configuration not stated)	0	-14	-21	3

item	SIRT5 block	Statin myotox sup	ERp5 inh
51	-5	0	0
52	0	7	3
53	·	-5	·
54	-1	7	-2
55	-4	·	4
56	-5	14	2
57	-9	-1	0
58	·	·	·
59	-7	-3	2
